Bioassay records from PubChem.
GC-A act = GC-A (human) enzyme activation; AID 1671463; P16066; actives 0.14% (n = 370,000); activation, % at 10 µM; HEK293 GC-A cells, cGMP TR-FRET, EC30 ANP; 0% at EC30 ANP, 100% saturating ANP; in the data active = activation above about 40%
Target sequence (P16066 whole entry, looked up): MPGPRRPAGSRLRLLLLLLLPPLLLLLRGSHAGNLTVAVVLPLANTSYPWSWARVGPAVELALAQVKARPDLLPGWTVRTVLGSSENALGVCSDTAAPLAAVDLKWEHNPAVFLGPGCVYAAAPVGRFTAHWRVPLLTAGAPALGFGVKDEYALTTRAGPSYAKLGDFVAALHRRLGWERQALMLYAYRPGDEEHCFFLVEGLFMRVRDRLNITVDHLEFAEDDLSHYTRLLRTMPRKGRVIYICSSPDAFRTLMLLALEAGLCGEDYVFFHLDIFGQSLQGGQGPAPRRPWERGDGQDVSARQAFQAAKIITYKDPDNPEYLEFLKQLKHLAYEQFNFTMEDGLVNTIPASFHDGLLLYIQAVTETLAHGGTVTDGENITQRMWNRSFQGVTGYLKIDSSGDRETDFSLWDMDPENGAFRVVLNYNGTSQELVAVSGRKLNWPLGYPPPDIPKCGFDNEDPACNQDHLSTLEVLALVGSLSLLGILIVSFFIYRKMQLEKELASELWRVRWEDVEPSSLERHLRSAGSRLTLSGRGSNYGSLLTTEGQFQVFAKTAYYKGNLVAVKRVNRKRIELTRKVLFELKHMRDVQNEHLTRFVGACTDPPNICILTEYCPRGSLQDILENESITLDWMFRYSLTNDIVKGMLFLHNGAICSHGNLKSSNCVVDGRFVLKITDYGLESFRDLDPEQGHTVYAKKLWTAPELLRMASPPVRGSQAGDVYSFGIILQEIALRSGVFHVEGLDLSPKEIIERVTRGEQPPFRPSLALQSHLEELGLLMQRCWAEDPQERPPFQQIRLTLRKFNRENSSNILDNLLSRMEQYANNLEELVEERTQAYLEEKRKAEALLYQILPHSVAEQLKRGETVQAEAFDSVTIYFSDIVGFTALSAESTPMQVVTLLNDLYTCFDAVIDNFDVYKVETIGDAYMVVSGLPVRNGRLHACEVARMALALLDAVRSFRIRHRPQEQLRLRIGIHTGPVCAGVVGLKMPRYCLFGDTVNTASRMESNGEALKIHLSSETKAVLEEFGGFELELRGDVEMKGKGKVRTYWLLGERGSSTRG
ADAM10 inh = inhibitors of human ADAM10. O14672. recombinant ADAM10, EDANS/DABCYL FRET peptide cleavage, 3 h. inhibition, % at 7 µM. actives 0.62% (n = 370,000). AID 720582;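 active = inhibition above a per-campaign cutoff equal to the mean of compounds falling between control-based bounds plus 3 SD, cut at about 20% in these data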;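 note: 0% = DMSO wells while the 100% control is not disclosed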
hcDAF12 agonist = activators of H. contortus DAF-12 nuclear receptor; HEK293 hcDAF-12 lit1-tk-luc reporter, luminescence; 0% DMSO, 100% Δ7-dafachronic acid; activation, % at 6.8 µM; actives 1.4% (n = 370,000); AID 652067;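 active = activation above the mean of all tested compounds plus 3 SD, cut at about 5.5% in these data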;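 note: 100% = response to 3 µM Δ7-dafachronic acid high control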
DAX1 inh-1 = inhibits human nuclear receptor DAX1; HEK293 Gal4-DAX1 luciferase reporter, luminescence; AID 504766; inhibition, % at 6.75 µM; actives 0.99% (n = 340,000); P51843;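 active = inhibition above the mean over all tested compounds plus 3 SD, cut at about 4.2% in these data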;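 note: 0% = DAX1-transfected cells with DMSO and 100% = empty-vector control cells with DMSO; inhibition shows as a rise in luminescence from relieved DAX1 repression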
ADAM17 inh = inhibitors of human ADAM17; recombinant ADAM17, EDANS/DABCYL FRET peptide cleavage; inhibition, % at 6.95 µM; actives 0.83% (n = 370,000);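 active = inhibition above the mean of compounds lying between control limits plus 3 SD, set per campaign, cut at about 8.5% in these data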;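 note: 0% = DMSO-only wells as the low control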
hgDAF12 agonist = hgDAF-12 agonism, primary luciferase screen | AID 687014 | actives 1.8% (n = 370,000) | activation, % at 6.8 µM | HEK293 GAL4-hgDAF12 UAS-luciferase reporter, agonist luminescence; normalized to butyrate control;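 active = activation above a cutoff set at the mean of all screened compounds plus 3 SD, cut at about 10% in these data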;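 note: 0% = DMSO wells and 100% = sodium butyrate wells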
ssDAF-12 act = activators of S. stercoralis DAF-12 nuclear receptor; HEK293 ssDAF-12/GRIP1 lit1-tk-luc reporter, luminescence; % of 3 µM dafachronic acid response; activation, % at 6.8 µM; actives 1% (n = 370,000); AID 652126;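 active = activation above the mean over all tested compounds plus 3 SD, cut at about 0.9% in these data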;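 note: 0% = DMSO-only wells and 100% = 3 µM delta7-dafachronic acid wells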
SMARCA2 activ = SMARCA2 function activation, primary screen; MG213 cells, MMTV-luciferase reporter, dexamethasone, overnight; AID 652017; actives 1% (n = 370,000); activation, % at 9.1 µM; in the data active = activation above about 7.8%;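 note: 0% = vehicle wells and 100% = reference activator wells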
DAX1 inh-2 = inhibitors of DAX1 repression of SF-1 activated StAR promoter; HEK293T StAR-luciferase reporter, SF-1/DAX-1 repression relief; inhibition, % at 6.8 µM; actives 1.1% (n = 370,000); AID 652010;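 active = inhibition above the mean over all tested compounds plus 3 SD, cut at about 3.6% in these data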;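 note: 0% = DAX-1 cells with DMSO and 100% = cells lacking DAX-1 with DMSO; higher inhibition means more luminescence from relief of DAX-1 repression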
PG9 binder = PG9 antibody binding by small molecule; inhibition, % at 6.7 µM; AID 624416; actives 0.43% (n = 360,000); TR-FRET gp120-PG9 antibody binding; in the data active = inhibition above about 8.5%
FXN GAA850 act = activators of GAA850 frataxin (FXN) promoter | activation, % at 6 µM | AID 540364 | HEK293 lucGAA850 FXN promoter luciferase reporter, 24 h; percent of 10 µM SAHA response | actives 0.56% (n = 360,000);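 active = activation above the average of all compounds screened plus 3 SD, cutoff fixed separately per campaign, cut at about 7.5% in these data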;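 note: 0% = DMSO wells and 100% = 10 µM SAHA wells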
An asterisk follows results filed as active; . = not tested or not shown.

SMILES | GC-A act | ADAM10 inh | hcDAF12 agonist | DAX1 inh-1 | ADAM17 inh | hgDAF12 agonist | ssDAF-12 act | SMARCA2 activ | DAX1 inh-2 | PG9 binder | FXN GAA850 act
Nc1ccn(-c2ccc(Cl)cc2)c(=O)c1 | 0 | 0 | -1.7 | -0.5 | 6 | 1.1 | -0.8 | -9 | -0.2 | 1.0 | 1.9
O=C(COC(=O)CCN1C(=O)c2ccccc2C1=O)Nc1ccc(S(=O)(=O)N2CCCC2)cc1 | 2 | 12 | -0.7 | 1.4 | 3 | -1.7 | -1.3 | -5 | 0.8 | -1.6 | -1.2
COc1cc2[nH]c(=S)n(Cc3cccs3)c(=O)c2cc1OC | 5 | 4 | -1.1 | 0.2 | 0 | -0.9 | -2.3 | 2 | -0.2 | 0.1 | -1.4
Cc1ccc(S(=O)(=O)N2CCN(Cc3cc(=O)n4ccccc4n3)CC2)c(C)c1 | -1 | -50 | 1.5 | -0.7 | -10 | -5.4 | -0.7 | -2 | -0.8 | 0.0 | 0.0
COc1ccc(NC2=CC(=S)NC(C)(C)C2)cc1 | 4 | -19 | 0.9 | 1.6 | -19 | 1.0 | -0.9 | 1 | -0.3 | 0.6 | 1.9
CCOc1ccccc1C(=O)Nc1ccc(S(=O)(=O)N2CCOCC2)cc1 | 9 | -3 | -1.2 | -1.6 | -3 | -2.6 | -1.7 | 0 | -1.1 | -1.0 | 2.4
CN1C(=O)/C(=C/c2cn(CC(=O)N3CCCCC3)c3ccccc23)NC1=S | 8 | -11 | 1.5 | 0.7 | -2 | 0.9 | -1.0 | -2 | -1.5 | -6.2 | -0.2
COCCCNC(=S)N/N=C/c1ccc(N(C)C)cc1Cl | 2 | -166 | -0.4 | 1.8 | -57 | 6.7 | -1.0 | 5 | 0.6 | -2.6 | 2.8
NC(=O)C1CCN(c2nc(-c3ccccc3N)cs2)CC1 | 2 | -3 | -1.4 | 0.7 | 1 | 2.0 | -1.0 | 1 | -0.2 | -0.8 | 0.3
COc1ccc(S(=O)(=O)n2cnc3cc(C)c(C)cc32)cc1 | 3 | 1 | 0.7 | 1.6 | -2 | 0.9 | -1.1 | -3 | -0.6 | -1.2 | -0.2
CSc1nc(S(C)(=O)=O)nc2[nH]c(=O)[nH]c12 | 2 | -22 | -1.0 | -0.1 | -13 | 0.0 | -0.9 | -4 | 0.5 | 1.0 | 2.1
CCOc1ccc(NS(=O)(=O)c2ccc(C(=O)NCCCN3CCCC3=O)cc2)cc1 | 0 | 5 | -2.4 | -0.4 | 2 | -2.8 | -1.4 | 1 | -3.4 | 0.7 | -2.5
COc1ccccc1N1CCN(C(=O)c2ccc(Cl)c(S(=O)(=O)N3CCOCC3)c2)CC1 | -5 | -13 | -1.3 | 0.5 | -5 | -1.0 | -1.2 | -1 | 1.0 | -2.4 | 1.3
CC(C)CC(=O)NC(=S)Nc1ccc(N2CCCC2)c(Cl)c1 | -1 | 8 | -1.4 | . | 1 | -1.6 | -0.1 | 2 | -0.8 | -3.5 | 1.0
Cc1ccc(C)c(OCCC(=O)OCC(=O)NC(=O)NC2CCCCC2)c1 | -1 | 10 | -0.5 | -0.8 | 1 | 1.6 | -1.5 | -4 | -0.2 | 1.5 | -0.3
CCCCOP(=O)(OCCCC)C(O)c1ccc(N(C)C)cc1 (stereo not given) | 0 | -8 | 0.5 | 0.3 | -3 | 0.9 | -1.2 | -2 | -0.2 | -2.7 | -0.6
COc1ccc(-c2c(NC(C)=O)n(C)c3ccccc3c2=O)cc1 | 3 | -191 | -0.3 | -0.5 | -48 | 3.7 | -0.5 | -1 | 0.2 | 1.2 | -1.1
COc1ccc(C2/C=C\CN(C(=O)OCc3ccccc3)CC(=O)N2Cc2ccc(F)cc2)cc1 (stereo not given) | 1 | 9 | -1.1 | 0.4 | -1 | -1.8 | -1.0 | 1 | 0.1 | -2.7 | -1.6
COc1ccc(-c2c(Cc3ccccc3)nc(NC(=O)c3ccccc3)n2Cc2ccc(OC)cc2OC)cc1 | 6 | -9 | 2.4 | . | 1 | 4.5 | -1.4 | -2 | 0.2 | . | .
Cc1cc(C(=O)OCC(=O)Nc2cc(Cl)ccc2C)c(C)o1 | -3 | 0 | -1.0 | 1.1 | -3 | 1.3 | -0.8 | -1 | -1.5 | 0.1 | 0.8
c1ccc2c(c1)nc(NCCN1CCOCC1)c1nncn12 | 3 | -16 | -3.8 | 0.8 | -1 | -1.0 | -1.3 | -3 | 1.5 | -2.5 | 0.0
Oc1ccc[n+](CCCCC[n+]2cccc(O)c2)c1 | 1 | -5 | -1.4 | -0.4 | -8 | -1.9 | -1.2 | -1 | 0.0 | -0.2 | 1.4
CCCOc1cccc(C2C(C(=O)c3ccc(C)o3)=C(O)C(=O)N2CCN2CCOCC2)c1 (stereo not given) | -2 | 3 | 5.8* | 0.8 | -5 | 1.1 | -0.8 | -1 | -0.2 | 3.9 | 1.2
O=C(NCc1ccccc1F)Nc1ccc([N+](=O)[O-])cc1 | 0 | 7 | -1.8 | 1.7 | -1 | 2.8 | -1.3 | 1 | -0.1 | -1.1 | 2.9
O=C(Oc1ccc2ccccc2c1)c1ccccc1 | 4 | 6 | -1.7 | -1.3 | 1 | 1.9 | -1.0 | 5 | 0.2 | 0.6 | 1.7
Nc1ccccc1OCCOc1ccccc1N | 1 | 6 | -1.6 | -0.5 | 1 | -0.1 | -1.6 | 1 | 0.1 | -0.8 | 0.6
CCC(C)c1ccccc1NC(=O)COc1ccc(-n2cnnn2)cc1 (stereo not given) | -1 | -13 | -1.9 | 0.8 | -6 | -1.3 | -1.5 | -3 | -0.4 | 1.1 | 1.2
CCOC(=O)c1cnn2c1[nH]c(=O)c1ccccc12 | -1 | -24 | -0.9 | -0.6 | -7 | 1.2 | -1.3 | 3 | 0.9 | -1.3 | 2.1
Cc1ccc(S(=O)(=O)C(C#N)c2nc3ccccc3nc2N2CCN(C)CC2)cc1C (stereo not given) | 1 | -14 | -1.2 | -1.2 | -2 | -1.5 | -1.4 | -5 | 0.1 | 1.3 | 0.3
COc1ccc(N2C(=O)CC(NCc3ccc(F)cc3)C2=O)cc1 (stereo not given) | -3 | 2 | -1.7 | -0.1 | 8 | 0.1 | -1.0 | 1 | -0.4 | -1.3 | 0.3
O=C(NCCc1ccccn1)c1ccc(OC(F)F)cc1 | 0 | -7 | 3.9 | 2.7 | -4 | 16* | -1.0 | 5 | 5.4* | 3.0 | 0.9
CC(=O)Nc1ccc(S(=O)(=O)NC2(C(F)(F)F)C(=O)Nc3c2c(=O)[nH]c(=O)n3Cc2ccco2)cc1 (stereo not given) | 2 | 6 | -2.0 | -0.1 | 3 | 3.9 | -1.1 | 3 | 0.3 | -3.2 | 0.7
CCOC(=O)C1(C(=O)OCC)NC(=O)CC1CC (stereo not given) | 1 | -1 | -0.3 | -0.8 | -3 | 10 | -1.2 | 3 | -0.2 | -0.5 | -0.2
CC(=O)Nc1cccc(N(C)C)c1 | 2 | -6 | -1.0 | 0.3 | -6 | 1.6 | -1.1 | -1 | -0.7 | -1.9 | 2.2
O=C(COC(=O)/C=C/c1ccc(OC(F)F)cc1)NCc1cccs1 | 6 | 9 | -1.4 | 0.6 | 7 | -1.5 | -0.4 | 0 | 0.2 | -2.4 | 0.7
COc1ccc(Cl)cc1NC(=O)CN(C)C(=O)CN1C(=O)NC(C)(c2ccc3ccccc3c2)C1=O (stereo not given) | 3 | 27* | -1.4 | -0.2 | 5 | 0.2 | -1.4 | -1 | 0.0 | -3.9 | 1.1
CCOC(=O)C(CCCOc1ccccc1)C(=O)OCC | 5 | -2 | -0.9 | -0.7 | -3 | -0.5 | -1.0 | 0 | 0.1 | 0.1 | -2.6
O=C(N/N=C/C=C/c1ccco1)/C(=C/c1ccccc1)NC(=O)c1ccccc1 | -5 | 9 | 1.5 | -0.2 | 7 | 0.0 | -1.3 | 3 | -0.5 | 0.9 | 1.5
COc1ccc(OCc2cccc(C(=O)Nn3cc([N+](=O)[O-])cn3)c2)cc1 | 0 | 5 | 5.3 | -3.6 | 1 | 11* | -0.4 | 3 | 2.5 | -0.9 | -0.2
COC(=O)c1ccc(NC(=O)CCNS(=O)(=O)c2cccc3nonc23)cc1 | -5 | -4 | -1.7 | -0.8 | -3 | -0.1 | -1.5 | -1 | -0.1 | 1.5 | -2.1
COc1ccc2c(c1OC)C(=O)OC2 | -6 | -28 | -0.9 | -1.9 | -7 | 0.7 | -0.6 | -1 | -0.3 | 0.1 | 0.2
CC1Cc2ccccc2N1CC(=O)NCc1ccccc1Cl (stereo not given) | -4 | -4 | -0.9 | 0.4 | -2 | -0.8 | -1.6 | -3 | -0.1 | 1.0 | 1.3
O=C(O)C1CCCCC1C(=O)Nc1ccccc1C(=O)N1CCN(c2ccc(F)cc2)CC1 (stereo not given) | 2 | -10 | 3.1 | 0.9 | -2 | -2.2 | -0.8 | -3 | -0.5 | -0.8 | 0.5
O=c1[nH]c2ccccc2nc1-c1c[nH]c2ccccc12 | 3 | -183 | 6.5* | 1.9 | -98 | 3.1 | 0.2 | 0 | 0.6 | 0.2 | 3.4
COc1ccc(-c2nn(CCC#N)cc2C(=O)Nc2ccccn2)cc1OC | 2 | -7 | 0.7 | 0.7 | -1 | -1.5 | -1.1 | -2 | 0.2 | 0.3 | 0.9
O=C(NC(=S)Nc1ccc(S(=O)(=O)Nc2ncccn2)cc1)c1cccc(Br)c1 | 2 | 1 | -0.2 | 1.3 | -1 | -2.5 | -1.2 | 0 | 0.9 | -1.1 | 0.3
CC1CN(C(=O)Nc2cccc(Cl)c2)C2(CCCCCC2)O1 (stereo not given) | 0 | -9 | 0.4 | -0.7 | -5 | -1.3 | -1.5 | -4 | -0.2 | 0.9 | 0.7
CN(CC(=O)Nc1cccc(Cl)c1)S(=O)(=O)c1ccc2[nH]c(=O)oc2c1 | 1 | 8 | -0.9 | 0.0 | 4 | -0.2 | -1.1 | -2 | -1.2 | 1.5 | 0.4
Cc1cccc2cc(COC(=O)COc3ccccc3)c(=O)[nH]c12 | 1 | -2 | 1.2 | -0.7 | -2 | 1.8 | -0.9 | 0 | 0.3 | 26* | 1.5
CCn1c(SCC(=O)NC(=O)NCc2ccco2)nc2sc(C)c(C)c2c1=O | -10 | -8 | -1.3 | 0.0 | -2 | -2.1 | -1.1 | 0 | -0.5 | 1.2 | 0.1
COc1ccc(C(=O)Oc2cc(/C=N/NS(=O)(=O)c3ccccc3)ccc2OC)cc1 | 1 | 11 | -1.0 | 0.2 | -1 | 0.7 | -1.2 | 0 | -0.1 | -0.9 | 2.4
COc1ccc(-c2cc(=O)c(C(=O)c3ccc(C)cc3)n[nH]2)cc1 | 0 | 5 | -1.4 | -1.0 | -2 | 1.0 | -0.3 | 0 | -0.6 | -0.6 | 0.4
